Bioassay records as filed in PubChem.
EPAC1 antag: antagonists of human EPAC1; O95398; EPAC1 GEF assay, Rap1b-BODIPY-GDP exchange fluorescence; Potency, µM (titrated, usually from 115 µM), for the others: at the highest dose activity change, negative = inhibition, usual class: inhibitors; 0.14% of 360,000 active; AID 720709;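 also: plate controls were vehicle for no effect and positive control for full effect; nearly all actives have a fitted effect of over 50% in size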
Target sequence (O95398 whole entry, looked up): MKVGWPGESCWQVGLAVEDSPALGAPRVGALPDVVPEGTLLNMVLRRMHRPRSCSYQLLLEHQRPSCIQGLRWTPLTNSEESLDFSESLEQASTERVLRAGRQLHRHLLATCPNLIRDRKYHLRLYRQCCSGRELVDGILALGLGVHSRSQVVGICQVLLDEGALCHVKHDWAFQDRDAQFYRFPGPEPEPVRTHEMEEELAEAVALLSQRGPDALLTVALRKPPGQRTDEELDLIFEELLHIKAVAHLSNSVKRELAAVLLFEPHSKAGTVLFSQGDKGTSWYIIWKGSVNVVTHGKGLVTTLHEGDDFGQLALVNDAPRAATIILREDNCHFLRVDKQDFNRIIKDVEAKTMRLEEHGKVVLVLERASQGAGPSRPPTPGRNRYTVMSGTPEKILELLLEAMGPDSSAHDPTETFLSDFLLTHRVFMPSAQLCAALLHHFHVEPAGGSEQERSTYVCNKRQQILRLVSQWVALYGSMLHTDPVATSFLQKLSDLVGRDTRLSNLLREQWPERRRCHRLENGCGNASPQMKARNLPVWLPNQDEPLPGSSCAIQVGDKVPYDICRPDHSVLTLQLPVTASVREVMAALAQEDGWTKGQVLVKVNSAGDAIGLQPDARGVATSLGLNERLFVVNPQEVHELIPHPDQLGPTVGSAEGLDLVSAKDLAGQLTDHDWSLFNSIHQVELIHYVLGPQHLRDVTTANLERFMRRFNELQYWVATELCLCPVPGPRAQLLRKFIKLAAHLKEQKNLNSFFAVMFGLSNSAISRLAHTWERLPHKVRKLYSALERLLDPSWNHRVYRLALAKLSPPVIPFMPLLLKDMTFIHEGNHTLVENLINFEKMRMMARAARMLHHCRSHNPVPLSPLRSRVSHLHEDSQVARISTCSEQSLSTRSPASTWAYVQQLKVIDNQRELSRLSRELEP
aSyn rescue: alpha-synuclein toxicity inhibition in yeast | 0.14% of 370,000 active | Yeast expressing alpha-synuclein, growth rescue, BacTiter-Glo, 24 h | Potency, µM (titrated, usually from 46.1 µM), for the others: at the highest dose growth rescue (activation), most hits filed as activators | AID 652106; also: % of control where 0% means no effect; nearly all actives have a fitted effect of over 65% in size
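Rescue of yeast growth: cells expressing toxic alpha-synuclein, induced in galactose at OD600 0.02, incubated with compound 24 h at 30 C. ATP luminescence quantified growth; inhibitors of toxicity appear as activators.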
PTHR1 ag: agonists of human PTHR1 parathyroid hormone receptor; Q03431; HEK293 GP2 PTHR1 cells, GloSensor cAMP luminescence, 1 h; Potency, µM (doses to about 115 µM), for inactives: at the highest dose activation, usual class: activators; 0.075% of 410,000 active; also: nearly all actives have a fitted effect of over 55% in size; some results filed as inactive show a strong effect at the top dose; inactives centre near -15; many of its hits are not listed in these tables
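HEK-293-derived GP2 cells expressing PTHR1 and a GloSensor cAMP reporter, 3,000/well, plated overnight, given luciferin plus IBMX (each 0.5 mM as added) for 1 h at 37 °C, then compound for 1 h at 37 °C. Luminescence was read after 15 min at room temperature.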
TDP43 rescue: TDP-43 toxicity inhibition in yeast. 1.8% of 410,000 active. TDP-43 expressing yeast growth rescue, BacTiter-Glo, 24 h. Potency, µM (doses to about 46.1 µM), for the others: top-dose growth rescue (activation), usual class: activators; also: % of control where 0% means no effect; nearly all actives have a fitted effect of over 50% in size
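Galactose-induced TDP-43 yeast, OD600=0.02, compound pinned; 24 hr, 30 deg C; BacTiter-Glo luminescence for growth. Inhibitors of TDP-43 toxicity read as activators.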
EPAC2 agonist: activates human EPAC2 exchange factor. Q8WZA2. EPAC2 activation, biochemical qHTS; response scale: 100% = 6.5 mM cAMP response. Potency, µM (highest dose often 154 µM), without a hit: at the highest dose activation, hits mostly activators. 0.079% of 360,000 active; also: nearly all actives have a fitted effect of over 50% in size
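Compounds were titrated in qHTS against a Rap1B-BODIPY-GDP (250 nM) complex with EPAC2 (100 nM) and GDP (50 uM). BODIPY-GDP release tracked at 480/540 nm over 30 min at room temperature, normalized to 6.5 mM cAMP.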
FUS yeast rescue: suppressors of FUS proteinopathy in yeast | S. cerevisiae FUS-expressing, growth rescue, OD600, 24 h | Potency, µM (titrated, usually from 76.6 µM), for the others: at the highest dose growth rescue (activation), usual class: activators | 0.24% of 390,000 active;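 also: plate controls were DMSO vehicle for no effect and reference control for full effect; nearly all actives have a fitted effect of over 55% in size; some results filed as inactive show a strong effect at the top dose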
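Cultures pregrown in 2.5% raffinose medium are shifted to minimal medium containing 2% galactose to express toxic FUS. Compounds are tested at several concentrations. After 24hr at 30C, growth is quantified at 600 nm absorbance.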
EPAC2 antagonist: EPAC2 (human) antagonism; Q8WZA2; EPAC2 GEF exchange of Rap1B-BODIPY-GDP, fluorescence; Potency, µM (highest dose often 114 µM), for the others: at the highest dose activity, negative = inhibition, actives largely listed as inhibitors; 0.18% of 360,000 active; also: % is scaled to controls: 0 for no effect and ±100 for the full control effect; nearly all actives have a fitted effect of over 45% in size; many of its hits are not listed in these tables
EPAC1 agonist: agonists of human EPAC1. EPAC1 agonist qHTS, biochemical assay; response scale: 100% = response to 6.5 mM cAMP. AID 720707. Potency, µM (highest dose often 154 µM), for inactives: at the top dose activation, usual class: activators. O95398. 0.073% of 360,000 active; also: nearly all actives have a fitted effect of over 60% in size
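Multi-concentration qHTS readout: loss of Rap1B-bound BODIPY-GDP fluorescence driven by 100 nM EPAC1 with excess GDP (50 uM), monitored kinetically at room temperature; agonist response expressed relative to 6.5 mM cAMP.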
* hit, by the source's call; i = inactive; ? = inconclusive; . = not tested or not shown; & = joins results of further samples; [ ] = dose if it differs, or a comment. Calls follow the shape of the dose curve; as a rule, active = well fitted curve in the direction sought with a large enough effect; inconclusive = small, poorly fitted or top-dose-only effect, or another doubt; inactive = no such curve, though single readings can be large; an effect the other way counts as inactive or inconclusive. Potency is read from the fitted curve at half-maximal effect. This is a subset (hit frequency here may not be typical).

Second line of a record: EPAC1 antag | aSyn rescue | PTHR1 ag | TDP43 rescue | EPAC2 agonist | FUS yeast rescue | EPAC2 antagonist | EPAC1 agonist
CSc1ccc(CN(C)CC(=O)Nc2ccccc2Br)cc1
  -11% | 1% | -20% | -3% | 13% | 2% | 9% | 11%
CN(C)c1ccc(S(=O)(=O)NCC(=O)NCCC2=CCCCC2)cc1[N+](=O)[O-]
  14% | 1% | -5% | -10% | -21% | . | -5% | 11%
Cc1cc(C)cc(NC(=O)CCc2ccc(C)o2)c1
  1% | 4% | i | 14% | 10% | -8% | -6% | 6%
COC(=O)c1cc(S(=O)(=O)N2CCOCC2)ccc1Sc1ccccc1N
  -5% | 1% | i | -13% | 13% | 35% | -8% | 22%
COc1cc(C(C)=O)ccc1OC(=O)N1CCOCC1
  -19% | 1% | -15% | 6% | 7% | -37% | 0% | 17%
C=CCn1c(SCC(=O)Nc2cc(NC(C)=O)ccc2OC)nnc1-c1cccnc1
  0% | 0% | i | -25% | 2% | 35% | -4% | 10%
O=C(Nc1cccc(OC(=O)c2ccco2)c1)c1ccco1
  16% | ? | 11%[57.5 µM] | ? | 5% | 22% | 14% | 5%
NC(=O)CC[C@H](NC(=O)c1ccc(F)cc1)C(=O)OCC(=O)Nc1c(F)c(F)c(F)c(F)c1F
  0% | 4% | i | 8% | 8% | . | 0% | -9%
O=C(CSc1nnc(Cc2ccccc2)o1)N1CCCC1
  4% | 0% | -12% | -10% | 6% | -6% | 10% | 8%
CN(C)c1ccc(/C=C(\C#N)c2ccccn2)cc1
  -8% | -30%[inhibitor] | -94%[inhibitor] | -32%[inhibitor] | ? | 6% | -3% | ?
CC(C)CCNc1nc(N)c([N+](=O)[O-])c(N2CCCCCC2)n1
  -11% | 8% | -94%[inhibitor] | ? | -5% | -17% | -23% | -6%
Cc1[nH]c2ccccc2c1/C=C/c1nc2ccccc2c(=O)n1-c1ccc([N+](=O)[O-])cc1
  2% | 1% | i | 28% | 8% | . | 13% | -1%
Cc1ccc(C)c(OCc2cc(C(=O)N3CC[C@@H]4CCCC[C@H]4C3)no2)c1
  -10% | 0% | i | 2% | 4% | 32% | -14% | 15%
CN(C)C(=O)CCc1ccc2c3c([nH]c2c1)[C@]1(C)[C@@H](C(=O)N2CCOCC2)C[C@H](CC(=O)NCC24CC5CC(CC(C5)C2)C4)C(=O)N1CC3
  -6% | 2% | -25% | 22% | 1% | 28% | 5% | -1%
O=C(O)c1cccc(-n2cc(-c3cccc(C(F)(F)F)c3)cn2)c1
  0% | 22% | -71%[inhibitor] | 13% | 0% | -25% | -9% | -7%

(list continues)
Second line of a record: EPAC1 antag | aSyn rescue | PTHR1 ag | TDP43 rescue | EPAC2 agonist | FUS yeast rescue | EPAC2 antagonist | EPAC1 agonist
Cc1onc(-c2ccccc2)c1C(=O)N1CCN(c2ccc([N+](=O)[O-])cc2)CC1
  2% | 0% | -13% | 17% | -1% | 14% | 2% | -1%
COc1ccc(Cl)cc1N(CC(=O)NC(C)(C)C)S(=O)(=O)c1ccc(C)c([N+](=O)[O-])c1
  -12% | -2% | -13% | -28% | -5% | . | 14% | -4%
CC1(C(=O)O)CCCN(C(=O)c2ccc3c(c2)C(C)(C)CCC3(C)C)C1 (centres undefined)
  -6% | 6% | -3% | ? | 3% | 10% | 14% | 5%
CCOCCCNCC(=O)NC1(C)C2CCC(C2)C1(C)C (centres undefined)
  -2% | 3% | -9%[57.5 µM] | -3% | 1% | 2% | 5% | -12%
CC(C)N(Cc1cc2ccccc2[nH]c1=O)C(=O)C(C)(C)C
  5% | 0% | i | -16% | 11% | -10% | 14% | -10%
CCN1CCN(C(=O)c2ccc(CNS(=O)(=O)c3cccc(OC)c3)cc2)CC1
  8% | -2% | i | 0% | 4% | . | -13% | -2%
CN(C(=O)c1cccc(NC(=O)c2ccco2)c1)c1ccccc1
  15% | -7% | -2% | 17% | 2% | -15% | 9% | 2%
CCOC(=O)CC(NC(=O)c1cc2cc(Cl)ccc2oc1=O)c1ccc(C)cc1 (centres undefined)
  . | 1% | -15% | 9% | . | -11% | . | .
O=C(/C=C/[C@H]1O[C@@H](n2ccc(=O)[nH]c2=O)[C@H](O)[C@@H]1O)N1CCN(CCc2ccccc2)CC1
  ? | 6% | -8% | 19% | 3% | -12% | 4% | ?
N#Cc1ccc(COC(=O)c2ccc3c(=O)[nH]c(CN4CCOCC4)nc3c2)cc1
  ? | . | -1% | 6% | 0% | 8% | -1% | 0%
Nc1nonc1-n1nnc(C(=O)c2ccccc2)c1-c1ccccc1
  -28% | 21% | i | ? | 22% | 0% | -7% | 11%
COCC(=O)Nc1nc2ccc(C)cc2s1
  8% | 1% | -30%[inhibitor] | ? | 3% | 1% | -4% | 3%
CCn1nc(C)c(CN2CCN(Cc3ccc(OC)c(C)c3C)C(CCO)C2)c1C (centres undefined)
  7% | -12% | -15% | -22%[0.397 µM] | 5% | -1% | -11% | -3%
CC1CCN(C(=O)CC(NC(N)=O)c2ccccc2Cl)CC1 (centres undefined)
  -2% | -2% | -15% | -26% | 6% | 10% | 2% | 2%
CCn1nnnc1SCC(=O)c1cccc(OC)c1
  1% | 3% | -21% | 30% | 4% | -15% | -1% | 0%

Copied from the listing, 9 compounds:
Second line of a record: EPAC1 antag | aSyn rescue | PTHR1 ag | TDP43 rescue | EPAC2 agonist | FUS yeast rescue | EPAC2 antagonist | EPAC1 agonist
Cc1onc(-c2ccccc2)c1C(=O)N1CCN(c2ccc([N+](=O)[O-])cc2)CC1
  2% | 0% | -13% | 17% | -1% | 14% | 2% | -1%
COc1ccc(Cl)cc1N(CC(=O)NC(C)(C)C)S(=O)(=O)c1ccc(C)c([N+](=O)[O-])c1
  -12% | -2% | -13% | -28% | -5% | . | 14% | -4%
CC1(C(=O)O)CCCN(C(=O)c2ccc3c(c2)C(C)(C)CCC3(C)C)C1 (centres undefined)
  -6% | 6% | -3% | ? | 3% | 10% | 14% | 5%
CCOCCCNCC(=O)NC1(C)C2CCC(C2)C1(C)C (centres undefined)
  -2% | 3% | -9%[57.5 µM] | -3% | 1% | 2% | 5% | -12%
CC(C)N(Cc1cc2ccccc2[nH]c1=O)C(=O)C(C)(C)C
  5% | 0% | i | -16% | 11% | -10% | 14% | -10%
CCN1CCN(C(=O)c2ccc(CNS(=O)(=O)c3cccc(OC)c3)cc2)CC1
  8% | -2% | i | 0% | 4% | . | -13% | -2%
CN(C(=O)c1cccc(NC(=O)c2ccco2)c1)c1ccccc1
  15% | -7% | -2% | 17% | 2% | -15% | 9% | 2%
CCOC(=O)CC(NC(=O)c1cc2cc(Cl)ccc2oc1=O)c1ccc(C)cc1 (centres undefined)
  . | 1% | -15% | 9% | . | -11% | . | .
O=C(/C=C/[C@H]1O[C@@H](n2ccc(=O)[nH]c2=O)[C@H](O)[C@@H]1O)N1CCN(CCc2ccccc2)CC1
  ? | 6% | -8% | 19% | 3% | -12% | 4% | ?

(continued)
Second line of a record: EPAC1 antag | aSyn rescue | PTHR1 ag | TDP43 rescue | EPAC2 agonist | FUS yeast rescue | EPAC2 antagonist | EPAC1 agonist
CC1CC(=O)N(CC(=O)Nc2ccc(OC(F)(F)F)cc2)c2ccccc2S1 (centres undefined)
  . | 5% | -15% | 1% | . | 19% | . | .
CC(C)C[C@@H](CN1CCCC1CN1C(=S)NC[C@@H]1Cc1ccc(O)cc1)N1C[C@H](Cc2ccc(O)cc2)N(CC2CCCCC2)C1=S (some centres undefined)
  -21% | -44%[inhibitor] | i | 16% | 5% | ? | -17% | -18%
C=CCNC(=O)N1CCC(n2nccc2NC(=O)CCc2ccccc2)CC1
  12% | 2% | i | 9% | -1% | 17% | 0% | 21%
Cc1nn(-c2cc(C(F)(F)F)ccc2Cl)c2nc(C(Cl)(Cl)Cl)[nH]c(=O)c12
  -23% | -3% | -7% | -3% | -2% | 8% | -15% | -5%
Cc1ccc(N/C(CSC(N)=O)=N/S(=O)(=O)c2ccccc2)cc1
  9% | 0% | -24%[57.5 µM] | 3% | 4% | 4% | 3% | -2%
Cc1cc(NC(=O)c2cc3n(n2)C(C(F)(F)F)CC(c2ccco2)N3)no1 (centres undefined)
  1% | 4% | i | 16% | 3% | 26% | 6% | -9%
COC(=O)C(Cc1cnc(Cl)s1)(C(=O)OC)c1ccccc1[N+](=O)[O-]
  -1% | 1% | -7%[57.5 µM] | 3% | 11% | 12% | -7% | 8%
COc1ccc(C2CC=C(C(C)=O)CN2S(=O)(=O)c2ccc(Cl)cc2)cc1 (centres undefined)
  -1%&-16% | 2%&0% | -89%&-52%[inhibitor] | ? | 12%&12% | 33%&38% | -13%&1% | -3%&9%
COc1cc(C2=NOC(C(=O)NCc3ccc(F)cc3)C2)cc(OC)c1OC (centres undefined)
  -4% | 0% | i | -1% | 6% | 7% | -4% | 5%
COc1ccc(/C=C(\NC(=O)c2ccc(C)cc2)C(=O)NCCCn2ccnc2)cc1OC
  -6% | 3% | i | -4% | 10% | 23% | 2% | 8%
C=CCNC(=S)/N=c1\sccn1C
  -7% | 1% | i | -24% | 1% | 7% | -3% | 8%
O=P(Cc1ccccc1)(c1ccccc1)c1ccccc1
  9% | 0% | i | 16% | 1% | . | 14% | 0%
FC(F)(F)c1cnc(NNC(=S)Nc2cccnc2)c(Cl)c1
  -6% | -2% | -7% | -12% | 1% | -21% | 3% | 9%
O=C(Nc1ccnn1C1CCN(CCCC2CCCC2)CC1)c1ccccc1Cl
  21% | 7% | -12% | 10% | 2% | -2% | 0% | -1%
COc1ccc(S(=O)(=O)NC(=O)C2(C)CCN2C(=O)C2CC2)cc1 (centres undefined)
  -17% | 3% | i | 21% | -2% | -17% | 14% | 0%

Continuation.
Second line of a record: EPAC1 antag | aSyn rescue | PTHR1 ag | TDP43 rescue | EPAC2 agonist | FUS yeast rescue | EPAC2 antagonist | EPAC1 agonist
Cc1cccc(NS(=O)(=O)c2cccc(C(=O)N3CCN(c4ccccn4)CC3)c2)c1
  13% | 0% | i | -6% | 7% | . | 3% | 3%
CC1=C(C(=O)Nc2ccc(C)cc2C)C(c2ccc(Cl)cc2)n2nc(C(=O)OC(C)C)nc2N1 (centres undefined)
  -4% | 0% | 19%&20% | -10%&11% | -3% | -28% | 15% | 6%
O=C(Nc1cccc2ccccc12)c1ccccc1
  40%[activator] | 0% | i | 23% | 8% | 18% | 1% | 2%
CCN(CCO)C(=O)C12CCC(C)(C(=O)C1)C2(C)C (centres undefined)
  10% | 3% | i | -6% | 3% | 15% | 2% | 10%
CC(C)NC(=O)CCCn1c(=S)[nH]c2cc3c(cc2c1=O)OCO3
  -11% | -5% | 13%[57.5 µM] | -4% | 4% | 14% | 5%[57.1 µM] | 0%
NC(=O)NCCCC(NC(=O)c1ccc(C#CC2(O)CCCCC2)cc1)C(=O)O (centres undefined)
  -5% | -1% | -12% | 13% | 1% | -8% | 12% | -11%
